# Casp6 inh: human caspase-6 inhibitors, primary screen, biochemical, VEID-R110 fluorescence, single point, set 2; purified caspase-6, Z-VEID-R110 cleavage fluorescence; inhibition, % at 12.5 µM; 0.53% of 350,000 active; AID 686996, 2013;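 active = mean inhibition across replicates at least about 35%, with every replicate also reaching that limit, limit read from the data; inconclusive = only one of the two criteria met; inactive = neither criterion met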;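 also: 0% = median of neutral control wells and 100% = no fluorescence left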
# Target sequence (P55212 24-179 limits assumed): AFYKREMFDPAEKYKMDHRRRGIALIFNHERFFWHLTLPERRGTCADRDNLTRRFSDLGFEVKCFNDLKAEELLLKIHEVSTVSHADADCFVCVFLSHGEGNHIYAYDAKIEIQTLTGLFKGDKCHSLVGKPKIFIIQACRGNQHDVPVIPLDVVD
# Target sequence (P55212 194-293 limits assumed): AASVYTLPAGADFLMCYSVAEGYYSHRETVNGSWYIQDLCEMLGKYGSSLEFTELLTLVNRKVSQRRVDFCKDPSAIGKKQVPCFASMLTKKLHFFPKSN
# DENV2 CPE rescue: inhibitors of DENV2 cytopathic effect, primary screen, cell-based, plate reader, single concentration. DENV2-infected cells, cytopathic effect rescue. CPE inhibition, % at 9.99 µM. 1.7% of 350,000 active. AID 651640, 2012; in the data active = CPE inhibition above about 20%, passing the limit was not always enough; inconclusive = no clear call, values can overlap the other calls; tested in BHK-21 cells;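 also: 0% = median of neutral control wells and 100% = median of positive control wells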
# RAD54 inh: inhibitors of human RAD54 branch migration, primary screen, biochemical, fluorescence, single point; RAD54 Holliday junction branch migration, FAM/BHQ fluorescence; inhibition, % at 10.4 µM; 0.14% of 360,000 active; AID 602329, 2012;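 active = mean normalized replicate activity at least 40 and at least half of replicates scoring 40 or more; inconclusive = only one of the two criteria met; inactive = mean below 40 and under half of replicates reaching 40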;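 also: 0% = median of neutral control wells and 100% = median of positive control wells; inhibitors cause a drop in the FAM fluorescence signal; in these data hits start at about 50%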
# CFTR F508del cor: F508del CFTR correction, initial screen, CFBE line, single point; activity (quench increase), % at 7.58 µM; CFBE cells, YFP halide quenching; stimulated with forskolin plus potentiator P3; % fluorescence drop versus neutral controls; 0.36% of 350,000 active;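 active = mean added fluorescence quench of at least 8% versus neutral control, with both replicates also reaching 8%; inconclusive = only one of the mean or replicate conditions met; inactive = mean below 8% and not both replicates reaching 8%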;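 also: cells transiently co-express mutant CFTR-F508del with the halide-sensitive YFP; corrector assay measuring rescue of mutant channel to the surface after 24 h compound exposure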
# Xi reactivation: activators of inactive X chromosome reactivation, primary screen, imaging, XiGFP fibroblasts, GFP high-content imaging, set 2; XiGFP mouse fibroblasts, % GFP-positive cells imaging, 3 d; cells co-treated with 5-aza-dC sensitizer; scaled so ellipticine positive control = 100%; activation, % at 7.58 µM; 0.055% of 360,000 active;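 active = mean normalized replicate activation at least 10% and every replicate at or above 10%; inconclusive = only one of the two criteria met; inactive = mean below 10% and not all replicates reach 10%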;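 also: 0% = median of on-plate neutral control wells and 100% = ellipticine 6 µM median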
#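 System: SV40-immortalized XiGFP fibroblast cells, line 68-5-11 / Incubation: 3-day compound exposure, then 15 min fixation at room temperature / Compound: single concentration per compound, delivered by pin transfer / Buffer or medium: DMEM plus 5-aza-dC sensitizer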
# RAD52 inh: RAD52 DNA annealing inhibitors, primary screen, biochemical, FRET, single point, set 2; DNA repair protein RAD52 homolog (Homo sapiens), P43351; recombinant RAD52 DNA annealing, FRET fluorescence; inhibition, % at 18.7 µM; 0.46% of 360,000 active; AID 651710, 2012;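 active = every replicate showing at least 50% inhibition; inconclusive = mean inhibition at least 50% but not in every replicate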
# E-selectin induc: E-selectin induction in HUVECs, primary screen, imaging, HUVEC, immunofluorescence imaging, single point. AID 686992, 2013. P16581. 0.37% of 260,000 active. normalized: neutral wells 0, TNF-alpha wells 100. activation, % at 7.58 µM;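 active = mean E-selectin-positive cell signal at least 10% of the positive control, reached in at least 60% of replicates, without over 20% cell loss; inconclusive = no rule given, readout overlaps actives, possibly toxicity-flagged; inactive = the rest, including those meeting only one limit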;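 also: in these data hits start at about 27%; measured in HUVEC primary endothelial cells; signal is the percent of cells scored E-selectin positive by PE staining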
# Target sequence (P16581 whole entry, looked up): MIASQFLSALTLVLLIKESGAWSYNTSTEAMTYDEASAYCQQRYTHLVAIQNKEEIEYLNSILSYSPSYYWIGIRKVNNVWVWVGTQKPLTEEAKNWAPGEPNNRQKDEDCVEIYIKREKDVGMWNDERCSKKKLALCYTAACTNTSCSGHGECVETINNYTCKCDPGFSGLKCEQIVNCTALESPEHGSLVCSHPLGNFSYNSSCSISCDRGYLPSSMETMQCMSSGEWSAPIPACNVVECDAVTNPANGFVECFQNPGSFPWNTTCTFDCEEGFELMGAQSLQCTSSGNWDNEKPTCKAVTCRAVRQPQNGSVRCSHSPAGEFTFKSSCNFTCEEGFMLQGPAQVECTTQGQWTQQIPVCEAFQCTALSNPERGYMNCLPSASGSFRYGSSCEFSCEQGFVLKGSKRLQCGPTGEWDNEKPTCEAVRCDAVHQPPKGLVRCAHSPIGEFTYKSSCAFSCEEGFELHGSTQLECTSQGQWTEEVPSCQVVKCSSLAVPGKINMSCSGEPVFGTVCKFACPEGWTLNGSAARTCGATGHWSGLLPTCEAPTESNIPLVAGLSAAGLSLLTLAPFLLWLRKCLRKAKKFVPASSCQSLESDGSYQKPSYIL
#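 Test system: HUVEC | Signal: Immunofluorescence imaging | Read-out: Percent E-selectin-positive cells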
# GSIS activator: GLuc luminescence reporter in INS-1E cells, primary screen for activators of glucose-dependent secretion of insulin; activation, % at 16.6 µM; 0.61% of 370,000 active; INS-1E GLuc reporter insulin secretion, 2-3 h;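 active = lowest replicate activation of at least 40%, so every replicate reaches that level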;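 also: 0% = median of neutral control wells and 100% = median of IBMX positive control wells; some compounds called inactive have numbers as strong as hits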
# * = called active by the depositor; ? = inconclusive; · = no result given.
# Screens in order – GSIS activator | Casp6 inh | DENV2 CPE rescue | CFTR F508del cor | RAD54 inh | RAD52 inh | E-selectin induc | Xi reactivation
> C[C@H](CO)N1C[C@H](C)[C@H](CN(C)S(=O)(=O)c2ccc(F)cc2)Oc2ccc(N(C)C)cc2CC1=O
  4 | 3 | -4 | 2.8 | -2 | -1 | · | -1.0
> NC[C@@H]1O[C@H](C23CC4CC(CC(C4)C2)C3)Cc2c1ccc(O)c2O
  · | 27 | 4 | -0.6 | 9 | 41 | -0.3 | 0.6
> Cc1cc(=O)oc2cc(OCC(=O)N3CCC(O)CC3)c(Cl)cc12
  7 | · | -5 | 2.9 | 10 | -18 | · | 0.1
> C[C@@H]1CCCCO[C@@H](CN(C)C(=O)C2CCCCC2)[C@H](C)CN([C@H](C)CO)C(=O)c2cc(NC(=O)CCC(F)(F)F)ccc2O1
  -3 | -1 | 74* | 2.5 | 14 | -9 | 18 | 0.2
> CC(C)CC#Cc1ccc2c(c1)O[C@@H](CN(C)Cc1ccccc1F)[C@H](C)CN([C@H](C)CO)S2(=O)=O
  -1 | 3 | -4 | 0.2 | -5 | 13 | 1.5 | -0.5
> CCN(CC)CCCn1c2c(c(SCC(=O)Nc3cc(C)cc(C)c3)nc1=O)CCC2
  · | -6 | 22* | 1.7 | 0 | -2 | · | 0.0
> CC1CCC2(CC1)NC(=O)N(CC(=O)Nc1ccccc1-c1ccccc1)C2=O (stereo not given)
  -17 | -3 | -9 | 0.8 | 1 | -23 | · | 0.0
> O=C(c1ccc(S(=O)(=O)Nc2cccc(C(F)(F)F)c2)cc1)N1CCN(c2ccccc2O)CC1
  -26 | 3 | -1 | -1.7 | -10 | -12 | · | 0.3
> COc1ccc(-c2cn(Cc3ccc(C(=O)NCc4ccc(C)cc4)cc3)c(C(C)N)n2)cc1 (stereo not given)
  -4 | 1 | 20 | 2.0 | -8 | 38 | -0.1 | -0.1
> COc1ccc(-c2cc(C(F)(F)F)n3nc(C(=O)Nc4c(C)n(C)n(-c5ccccc5)c4=O)cc3n2)cc1
  -4 | 6 | 3 | 0.3 | · | 3 | · | 0.0
> O=C(C[C@H]1CC[C@@H](NS(=O)(=O)c2ccccc2)[C@@H](CO)O1)NCc1ccccc1F
  8 | 1 | · | -0.7 | -2 | 11 | 0.2 | 0.0
> CCC(=O)Nc1c2c(nn1-c1ccc([N+](=O)[O-])cc1)CS(=O)(=O)C2
  20 | -1 | -2 | -3.8 | 3 | -15 | 16 | 0.2
> CC(C)CC(NC(=O)OC(C)(C)C)c1cn([C@@H](Cc2ccc(O)cc2)C(=O)N2CCN(C(=O)OC(C)(C)C)CC2)nn1 (stereo not given in full)
  -17 | 1 | -8 | -1.3 | -6 | -13 | -0.1 | 0.1
> COc1cc(/C(C)=N/NC(=O)CSc2nncn2C)ccc1OCc1ccccc1Cl
  4 | -2 | ? | 1.2 | · | -23 | · | 0.3
> N#CC1(c2ccccc2)CCN(S(=O)(=O)c2ccc(OC(F)(F)F)cc2)CC1
  -23 | 0 | -4 | 1.6 | -2 | 7 | · | 0.0
> COc1cccc(S(=O)(=O)N2C[C@H](O)COC[C@H]3O[C@H](CC(=O)N4CCN(C)CC4)CC[C@@H]32)c1
  27 | -2 | 2 | -1.2 | -7 | -4 | 0.0 | 0.0
> N=c1c2ccccc2nc2n1CCCCCCC2
  8 | -2 | 10 | 0.8 | 2 | -8 | -0.2 | 0.0
> CCC(C)(C)NC(=O)c1sccc1Oc1ccc(F)cc1[N+](=O)[O-]
  -34 | 1 | -6 | -2.3 | · | -10 | · | 0.0
> CC1=C(C(=O)N2CCOCC2)C(c2ccsc2)C2=C(CCCC2=O)N1 (stereo not given)
  6 | 10 | · | · | 4 | -11 | · | ·
> c1ccc(Cn2c(-c3ccccc3)c[n+]3c2SCCC3)cc1
  -27 | 0 | -4 | -2.0 | 1 | -7 | 1.7 | 0.4
> CCCc1ccc(OCCNC(C)=O)cc1
  6 | -3 | · | -0.1 | · | -2 | · | ·
> Cc1c(C(=O)O)oc2c1/C(=N\O)CC(C)(C)C2
  3 | 1 | 3 | -2.4 | 0 | -19 | · | 0.0
> N#C[C@@H]1[C@@H](c2ccc(-c3ccncc3)cc2)[C@@H](CO)N1C(=O)C1CCOCC1
  8 | 1 | -7 | 0.7 | -14 | 0 | -0.1 | 0.2
> COc1ccc(S(=O)(=O)N2CCOC23CCN(S(=O)(=O)c2ccc(F)cc2C)CC3)cc1
  -25 | 2 | -12 | -1.2 | -7 | -20 | 5.5 | -0.7
> C[C@@H](O)C#Cc1cnc2c(c1)C(=O)N([C@@H](C)CO)C[C@H](C)[C@H](CN(C)C(=O)CN(C)C)O2
  18 | 1 | -2 | 2.9 | 7 | -1 | 0.1 | -0.4
> COc1ccc2oc(C(=O)N3CCN(C(=O)c4ccco4)CC3)c(C)c2c1
  -8 | 0 | 0 | 14* | -1 | -18 | · | 0.0
> O=C(NCc1ccc2c(c1)OCO2)C1CCN(c2ccc(S(=O)(=O)N3CCCC3)cc2)CC1
  -17 | 2 | 4 | 1.7 | -10 | -21 | · | ·
> COc1ccc2[nH]c3c(c2c1)CCN1C(=O)C(CC(=O)NC(C)(C)C)C[C@H](C(=O)N(C(C)C)C(C)C)[C@@]31C (stereo not given in full)
  -4 | 3 | 6 | 0.1 | 0 | -6 | -0.1 | 0.2
> CC(=O)c1ccc(OCCOc2ccc(C#N)cc2)cc1
  -1 | -4 | 12 | 0.5 | 2 | -12 | -1.2 | 0.0
> COc1ccc(C#Cc2ccc([C@H]3[C@@H](CO)N4C(=O)CN(C(=O)c5ccncc5)C[C@@H]34)cc2)cc1
  5 | 2 | 0 | 2.5 | · | 9 | 0.4 | 0.2

# Reformatted comma-delimited: part of the list above.
mol,GSIS activator,Casp6 inh,DENV2 CPE rescue,CFTR F508del cor,RAD54 inh,RAD52 inh,E-selectin induc,Xi reactivation
CC(=O)c1ccc(OCCOc2ccc(C#N)cc2)cc1,-1,-4,12,0.5,2,-12,-1.2,0.0
N=c1c2ccccc2nc2n1CCCCCCC2,8,-2,10,0.8,2,-8,-0.2,0.0
COc1ccc(C#Cc2ccc([C@H]3[C@@H](CO)N4C(=O)CN(C(=O)c5ccncc5)C[C@@H]34)cc2)cc1,5,2,0,2.5,·,9,0.4,0.2
Cc1c(C(=O)O)oc2c1/C(=N\O)CC(C)(C)C2,3,1,3,-2.4,0,-19,·,0.0
N#C[C@@H]1[C@@H](c2ccc(-c3ccncc3)cc2)[C@@H](CO)N1C(=O)C1CCOCC1,8,1,-7,0.7,-14,0,-0.1,0.2

# Further entries.
# Screens in order – GSIS activator | Casp6 inh | DENV2 CPE rescue | CFTR F508del cor | RAD54 inh | RAD52 inh | E-selectin induc | Xi reactivation
> COc1ccc(NC(=O)N(C)C[C@H]2Oc3ccc(NS(=O)(=O)c4ccc(OC)cc4)cc3CC(=O)N([C@@H](C)CO)C[C@@H]2C)cc1
  -7 | -3 | 7 | 3.3 | -3 | 3 | -0.1 | 0.0
> O=C(c1ccccn1)N1CC2(C1)[C@H](c1ccccc1)[C@@H](CO)N2C(=O)C1CCCCC1
  -10 | 0 | -2 | 3.3 | · | -4 | 0.0 | 0.0
> COc1ccc(CNC(=O)c2ccc3ccccc3n2)cc1
  -16 | 1 | 0 | -1.3 | 3 | -4 | 0.0 | 0.3
> CCC(C)Sc1nnc(NS(=O)(=O)Cc2ccccc2)s1 (stereo not given)
  -2 | 1 | 0 | -0.3 | -6 | -8 | · | 0.0
> CO[C@H]1CN(C)C(=O)c2cc(NS(=O)(=O)c3ccc(C)cc3)ccc2OC[C@H](C)NC[C@H]1C
  -5 | -3 | -1 | -0.3 | 5 | -8 | 0.0 | 0.3
> CCOC(=O)c1sc(=NC(=O)c2cccc(Br)c2)n(C)c1C
  10 | 1 | 2 | -2.2 | 1 | 2 | 0.3 | -0.1
> C[C@@H]1CN([C@@H](C)CO)C(=O)c2c(c3ccccc3n2C)-c2ccccc2CO[C@@H]1CN(C)C(=O)Nc1ccccc1C(F)(F)F
  0 | 3 | -9 | 1.0 | · | 19 | 0.7 | 0.2
> Cc1onc(-c2ccccc2)c1C(=O)Nc1ccc(NC(=O)c2c(-c3ccccc3)noc2C)cc1
  8 | -1 | -4 | 0.8 | · | -6 | · | 0.0
> COc1ccc(-c2oc3ccccc3c2C(=O)OCc2ccc(O)cc2)cc1
  -5 | 0 | 13 | 0.0 | -11 | -5 | 0.2 | 0.0
> Cc1noc(C)c1-c1ccc(C(=O)N2CCN(C)CC2)c2occc12
  1 | -1 | 8 | 2.2 | 5 | -7 | -0.3 | 0.1
> CCOc1ccc(-n2c(=S)sc3c(=O)[nH]c(SCC(=O)NC4CCCCC4)nc32)cc1
  · | -4 | 3 | 4.8 | 5 | -11 | 1.2 | 0.0
> CCOc1cccc(C=NNc2ccc(S(=O)(=O)Nc3ccccc3C(=O)O)cc2[N+](=O)[O-])c1O
  15 | 7 | 2 | -1.3 | -5 | 4 | 2.0 | 0.1
> CC(C)NC(=O)Nc1cccc2c1O[C@@H](CN(C)C(=O)Nc1cccc3ccccc13)[C@@H](C)CN([C@H](C)CO)C2=O
  9 | 1 | 2 | -2.3 | 13 | -3 | -0.3 | 0.2
> O=C(NCc1ccco1)/C(=C\c1cccs1)NC(=O)c1ccccc1
  2 | -1 | -4 | 2.3 | · | -20 | 2.1 | 0.3
> Cc1cc(OCCCCOc2ccc(C#N)cc2)ccc1[N+](=O)[O-]
  3 | -4 | 3 | -2.7 | · | -1 | · | 0.3
> O=C(C[C@@H]1CC[C@H]2[C@@H](COC[C@@H](O)CN2C(=O)Cc2ccccc2)O1)NC1CCCC1
  -4 | -2 | 3 | 0.0 | -7 | 2 | 0.0 | 0.0
> C[C@@H]1CN([C@H](C)CO)C(=O)c2cc(-c3ccccc3F)cnc2O[C@H]1CN(C)C(=O)CN(C)C
  2 | 2 | -1 | -2.4 | 10 | 5 | -0.1 | 3.2
> CN1c2ccc(Br)cc2[C@@H]2[C@@H](CCN2S(=O)(=O)c2ccc(F)cc2)[C@H]1CO
  6 | 4 | -2 | 1.3 | 12 | 13 | 0.1 | 3.5
> CCCC[C@H]1COCCS(=O)(=O)N1Cc1ccccc1F
  -3 | -5 | -14 | -3.8 | 2 | -6 | · | 0.1
> COc1cccc(NC(=O)C(OC(=O)c2cnc(C)cn2)c2ccccc2)c1 (stereo not given)
  8 | 1 | -3 | -1.5 | 4 | -45 | -0.1 | 0.3

# Part of the list above, limited to CFTR F508del cor:
smiles | CFTR F508del cor
COc1ccc(S(=O)(=O)N2CCOC23CCN(S(=O)(=O)c2ccc(F)cc2C)CC3)cc1 | -1.2
C[C@@H](O)C#Cc1cnc2c(c1)C(=O)N([C@@H](C)CO)C[C@H](C)[C@H](CN(C)C(=O)CN(C)C)O2 | 2.9
COc1ccc2oc(C(=O)N3CCN(C(=O)c4ccco4)CC3)c(C)c2c1 | 14*
O=C(NCc1ccc2c(c1)OCO2)C1CCN(c2ccc(S(=O)(=O)N3CCCC3)cc2)CC1 | 1.7
